# DDE Tn7 FP inh: DD(E)-Tn7 binding inhibition, primary FP screen; FP displacement of FITC-Tn7 peptide from fibrin DD(E); 0% = median of compound wells per plate; AID 720508; P02675; inhibition, % at 8.3 µM; 370,000 tested, 0.13% active;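 active = inhibition above the mean of compounds falling within the control limits plus 3 SD of them, cut at about 14% in these data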;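 note: 0% = plate median of compound wells and 100% = 10 µM Aha-Tn7 peptide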
#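 Also added: labelled Tn7 tracer, 0.1 µM; Assay system: human fibrin DD(E) protein; Amount: 2 µM fibrin DD(E); Schedule: 10 min compound pre-incubation, 3 h probe incubation at room temperature; Repeats: one replicate per compound; Read-out basis: percent inhibition; Measured by: fluorescence polarization of the labelled Tn7 tracer.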
# PLC-beta3 inh: blocks human PLC-beta3 enzyme activity | Q01970 | Purified PLC-beta3, fluorogenic substrate, fluorescence | inhibition, % at 12.2 µM | 370,000 tested, 0.18% active | AID 720704; in the data active = inhibition above about 11%;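 note: 0% = median of compound wells on plate and 100% = full blocker control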
# ARFGAP1 inh: inhibitors of rat ARFGAP1. Q62848. Arfgap1-stimulated ARF1 GTP hydrolysis, GDP FP detection. inhibition, % at 16.5 µM. 360,000 tested, 0.26% active;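 active = inhibition above a per-plate limit, mean inhibition of low control wells plus 3 SD, cut at about 25% in these data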;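 note: 0% = DMSO wells with enzyme and 100% = wells lacking Arfgap1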
# Target sequence (Q62848 1-136 limits assumed): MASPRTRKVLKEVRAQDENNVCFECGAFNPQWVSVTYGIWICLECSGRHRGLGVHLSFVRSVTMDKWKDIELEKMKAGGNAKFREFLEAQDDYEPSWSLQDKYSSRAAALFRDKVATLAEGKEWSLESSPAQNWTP
#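 Material: rat Arfgap1 GAP domain (His6, aa 1-136), purified enzyme. Also added: human ARF1(Δ1-17)-GTP substrate. Compound dosing: 16.5 µM single point, 1.26% DMSO. Timing: enzyme reaction 120 min at 25 °C after 20 min preincubation. Signal: GDP detection by fluorescence polarization. Read-out basis: percent inhibition of GAP-stimulated GDP formation, scaled between DMSO and no-Arfgap1 medians.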
# ADAM17 inh: inhibitors of human ADAM17; P78536; recombinant ADAM17, EDANS/DABCYL FRET peptide cleavage; inhibition, % at 6.95 µM; 370,000 tested, 0.83% active; AID 720648;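 active = inhibition above the mean of compounds lying between control limits plus 3 SD, set per campaign, cut at about 8.5% in these data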;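 note: 0% = DMSO-only wells as the low control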
# TDP2 inh: blocks human TDP2 phosphodiesterase activity. inhibition, % at 12.8 µM. 370,000 tested, 0.34% active. O95551. recombinant TDP2, T5PNP hydrolysis, p-nitrophenol absorbance 415 nm;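 active = inhibition above the mean of all tested compounds plus 3 SD, set per campaign, cut at about 25% in these data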;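 note: 0% = DMSO with enzyme and 100% = buffer with substrate but no TDP2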
#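 Test system: Human TDP2 enzyme | Reagent: 5 mM T5PNP | Compound dosing: 12.8 µM single point, 1% DMSO | Incubation: Enzyme reaction with compound for 2 h at 37 °C | Technique: p-Nitrophenol epi absorbance | Read-out: % inhibition relative to enzyme-containing and enzyme-free wells | Benchmarks: High control without enzyme, low control DMSO plus TDP2 | Replicates: Singlicate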
# PLCg1 inh: PLC-gamma1 (human) inhibition, primary screen. purified PLC-gamma1, fluorogenic substrate, fluorescence. inhibition, % at 12.2 µM. 370,000 tested, 0.84% active; in the data active = inhibition above about 9.5%
# SIAE inh: inhibitors of human sialic acid acetylesterase SIAE | Q9HAT2 | SIAE FP-Rh probe binding, fluorescence polarization | inhibition, % at 9.66 µM | 370,000 tested, 0.69% active | AID 1053197;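 active = inhibition above a cutoff: mean of compounds within the control limits plus 3 SD of those, cut at about 17% in these data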;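 note: 0% = plate median of compound wells and 100% = probe without SIAE protein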
# Target sequence (Q9HAT2 whole entry, looked up): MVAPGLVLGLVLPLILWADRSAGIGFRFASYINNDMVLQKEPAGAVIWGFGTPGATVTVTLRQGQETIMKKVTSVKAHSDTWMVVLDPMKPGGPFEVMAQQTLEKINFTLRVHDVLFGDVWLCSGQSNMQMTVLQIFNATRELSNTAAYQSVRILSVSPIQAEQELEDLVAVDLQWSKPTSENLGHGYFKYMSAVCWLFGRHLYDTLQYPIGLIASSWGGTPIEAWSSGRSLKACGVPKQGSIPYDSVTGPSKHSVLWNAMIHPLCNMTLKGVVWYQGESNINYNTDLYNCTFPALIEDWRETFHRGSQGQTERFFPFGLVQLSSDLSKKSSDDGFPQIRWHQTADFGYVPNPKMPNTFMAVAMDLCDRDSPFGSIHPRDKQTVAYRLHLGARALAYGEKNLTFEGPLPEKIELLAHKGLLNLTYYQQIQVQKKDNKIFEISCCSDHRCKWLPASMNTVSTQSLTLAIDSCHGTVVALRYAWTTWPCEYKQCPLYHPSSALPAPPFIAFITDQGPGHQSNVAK
# ADAM10 inh: inhibits human ADAM10 | AID 720582 | O14672 | 370,000 tested, 0.62% active | inhibition, % at 7 µM | recombinant ADAM10, EDANS/DABCYL FRET peptide cleavage, 3 h;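 active = inhibition above a per-campaign cutoff equal to the mean of compounds falling between control-based bounds plus 3 SD, cut at about 20% in these data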;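 note: 0% = DMSO wells while the 100% control is not disclosed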
# Tn6 DDE FP: DD(E)-Tn6 binding inhibition, primary FP screen. P02675. Fibrin DD(E) TRITC-Tn6 fluorescence polarization displacement. inhibition, % at 8.3 µM. 370,000 tested, 0.21% active. AID 720509;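 active = inhibition above a per-campaign cutoff: mean of compounds within control limits plus 3 SD, cut at about 15% in these data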;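 note: 0% = median of all compound wells on the plate and 100% = blocking peptide control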
# ASAP1 GAP inh: blocks human ASAP1-stimulated Arf1 GTP hydrolysis; GDP FP detection; inhibition, % at 16.5 µM; 360,000 tested, 0.19% active; in the data active = inhibition above about 25%;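 note: 0% = vehicle with enzyme and substrate and 100% = no enzyme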
# Target sequence (Q9ULH1 325-724 limits assumed): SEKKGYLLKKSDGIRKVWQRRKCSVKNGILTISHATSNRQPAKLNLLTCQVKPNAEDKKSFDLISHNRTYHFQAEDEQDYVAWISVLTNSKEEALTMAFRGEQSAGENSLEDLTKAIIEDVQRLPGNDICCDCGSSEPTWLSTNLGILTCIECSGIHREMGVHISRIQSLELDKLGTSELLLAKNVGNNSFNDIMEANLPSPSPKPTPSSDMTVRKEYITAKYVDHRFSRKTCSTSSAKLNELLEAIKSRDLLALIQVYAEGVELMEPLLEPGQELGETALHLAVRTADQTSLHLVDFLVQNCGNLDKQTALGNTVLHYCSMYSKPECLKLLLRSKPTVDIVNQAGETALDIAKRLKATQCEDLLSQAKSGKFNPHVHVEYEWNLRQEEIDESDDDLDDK
# Active calls of the source: *; i = inactive; · = not tested or not shown; + = active, no number.
# Order of results: DDE Tn7 FP inh	PLC-beta3 inh	ARFGAP1 inh	ADAM17 inh	TDP2 inh	PLCg1 inh	SIAE inh	ADAM10 inh	Tn6 DDE FP	ASAP1 GAP inh
1	O=c1c2ccccc2nc(-c2cccs2)n1-c1cnccn1
  4	-2	7	0	8	-4	7	5	0	-13
2	c1ccc(Cn2nnnc2C2CN=C(c3ccccc3)c3ccccc3N2)cc1 (stereo not drawn)
  2	-1	·	-3	5	-4	-1	-1	1	·
3	CCC(=NC1CC1)c1c(O)n(C2CCCCC2)c(=O)[nH]c1=O
  8	7	-12	-1	12	0	0	3	15	7
4	CC(=O)c1c(C)n(CC2CCCO2)c2ccc(O)cc12 (stereo not drawn)
  3	2	1	0	-6	5	0	-4	-1	2
5	CC(CC(C#N)(c1ccccc1)c1ccccc1)N(C)C (stereo not drawn)
  5	-2	-2	-3	-5	0	-2	-13	-3	-1
6	CCOc1cc(/C=C2\C(=O)NC(=O)N(C)C2=O)cc([N+](=O)[O-])c1O
  -5	-9	-7	-4	7	-3	-5	-9	1	-6
7	O=C(Cc1ccccc1)N1CCN(Cc2ccc(Cl)cc2)CC1
  -2	-6	10	-4	-21	4	7	5	0	4
8	O=c1c2ccccc2nc(CSc2ncnc3nc[nH]c23)n1-c1ccccc1Cl
  -4	3	0	0	4	4	-6	6	2	-1
9	Cc1ccc(Cn2cc(C=O)c(-c3ccc(F)cc3)n2)cc1
  3	-4	-3	-2	-12	0	2	8	4	5
10	O=Cc1cn(Cc2ccc(F)cc2Cl)c2ccccc12
  3	-3	0	2	3	-3	3	2	-5	9
11	CC1=C(C)CC2(C(=O)NC(=S)NC2=O)C(C)C1 (stereo not drawn)
  5	1	-6	2	2	4	-4	2	-1	-5
12	CCOP(=O)(OCC)C(NC(=O)c1ccc(OC)cc1)C(Cl)(Cl)Cl (stereo not drawn)
  -4	3	8	-2	-3	2	9	0	4	6
13	COC(=O)C1=C(c2ccc(OC(F)(F)F)cc2)C[C@@H]2CC[C@H]1N2C(=O)N1CCC(C)CC1
  5	-2	-5	7	-7	1	0	-3	-3	6
14	Cn1cc(P(=S)(c2ccccc2)c2ccccc2)c2ccccc21
  0	9	·	7	-1	7	0	14	-8	·
15	O=C1C2CCCC1C(N1CCCCC1)CC2 (stereo not drawn)
  8	-4	-5	-4	8	0	1	2	4	-1
16	COC(=O)C1=C(c2c(C)noc2C)C[C@@H]2CC[C@H]1N2C(=O)N1CCC(C)CC1
  6	1	0	-3	-8	-2	0	-9	6	9
17	Cc1cc(C=C2C(=O)NC(=S)NC2=O)c(C)n1C1CCCC1
  8	-6	-2	1	3	-7	2	-3	8	-4
18	CCCCOC(=O)c1ccc(NC(=O)c2c(O)[nH]c(=O)[nH]c2=O)cc1
  -7	-2	0	1	3	3	-7	2	-6	14
19	COc1ccc(CC2(CCc3ccncc3)C(=O)NC(=O)NC2=O)c(OC)c1
  -3	5	2	0	-4	5	-3	3	7	3
20	Cc1ccc2c(c1)C1CN(C)CCC1N2S(=O)(=O)c1ccccc1 (stereo not drawn)
  -2	1	7	-2	-9	1	4	-6	3	6
21	N#CC[N+]1(CCCNP2(=O)C=C(c3ccccc3)OC(c3ccccc3)=C2)CCOCC1
  9	-4	-6	-1	-11	2	18*	-8	-7	-1
22	CC(NC(=O)OCc1ccccc1)[P+](=O)O (stereo not drawn)
  -9	6	·	-7	-6	0	5	-1	0	·
23	Cc1ccccc1CN1Cc2cnnn2-c2ccccc2C1C#N (stereo not drawn)
  0	-2	-2	-7	2	-2	5	-6	-2	-3
24	CCCCc1nc2ccccc2c(=O)n1-c1ccccc1O
  6	-5	-12	4	-13	-4	2	8	-1	3
25	Nc1ccc(Cl)cc1C(=O)c1ccccc1
  0	-2	-3	0	-1	-1	-11	9	5	-4
26	COc1ccc(-c2cc(=Nc3cccc(C(=O)O)c3)c3cc(C)ccc3o2)cc1
  -4	-126	13	-486	7	-80	1	i	5	-2
27	O=C(c1ccncc1)C12CN3CN(CN(C3)C1)C2
  -5	4	3	5	-19	4	-2	15	3	18
28	C[C@]12CC[C@H](O)C[C@H]1CC[C@@H]1[C@@H]2C[C@@H](O)[C@]2(C)[C@@H](C3=CC(=O)OC3)CC[C@]12O
  -2	1	-9	2	-1	4	-1	4	-7	6
29	CC(O)(CS(=O)(=O)c1ccccc1)C(=O)Nc1ccc(C(F)(F)F)cc1 (stereo not drawn)
  7	4	3	-2	0	-1	0	5	8	-6
30	CN1CCC(c2c[nH]c3ccc(O)cc23)CC1
  0	-2	18	-7	2	0	12	-7	7	-8

# Looked up above.
# ADAM17 inh with cpd 18 → 1
# ASAP1 GAP inh with cpd 21 → -1

# Carrying on:
# Order of results: DDE Tn7 FP inh	PLC-beta3 inh	ARFGAP1 inh	ADAM17 inh	TDP2 inh	PLCg1 inh	SIAE inh	ADAM10 inh	Tn6 DDE FP	ASAP1 GAP inh
31	CCOC(=O)C1CCCN(c2ccc([N+](=O)[O-])c3nonc23)C1 (stereo not drawn)
  20*	-435	-1	5	8	-302	21*	12	+	-20
32	COP(=O)(NS(=O)(=O)c1ccccc1)OC
  -2	-3	2	1	-16	1	8	-2	-2	-2
33	CCOC(=O)CC1=C(C(=O)OCC)C2(C(=O)N1CC(=O)OC)C(C#N)=C(N)Oc1ccccc12 (stereo not drawn)
  -1	-8	-4	3	-6	0	6	-16	0	-3
34	CNP1(NC)=NC(C(F)(F)F)=NC(C(F)(F)F)=N1
  9	2	7	-3	2	-2	9	-2	3	1
35	Cc1ccc(/C=C2\C(=O)NC(=S)N(c3cccc(F)c3)C2=O)o1
  5	-27	-10	-5	13	-18	3	-3	-8	7
36	CN(C)C(=O)Oc1ccc(Br)cc1C(=O)Nc1ccc(F)c(Cl)c1
  -6	-8	-1	-3	20	0	9	-7	4	12
37	Cc1c(C(=O)N2CCC3(CC2)OCCO3)sc2ncnc(N3CCN(c4ccccn4)CC3)c12
  -3	-1	12	-4	-19	2	-4	-6	-9	-2
38	O=C(N/N=C/c1c(O)n(C2CC2)c(=S)[nH]c1=O)c1ccccc1
  5	-30	-1	-4	-20	-14	-10	-6	-9	-6
39	CSCCC(c1nnnn1Cc1ccccc1)N1CCC(n2c(=O)[nH]c3ccccc32)CC1 (stereo not drawn)
  11	2	3	-2	6	0	-6	-4	5	2
40	CCC(=O)c1c(O)n(C2CCCCCC2)c(=O)[nH]c1=O
  1	-4	7	-3	-5	-2	-6	-1	-5	-17
41	Cc1ccc(N)cc1N
  -3	7	-8	1	-10	1	4	-1	0	-5
42	CCc1nnc(NC(=O)CCc2nc(C3=CCN(C)CC3)no2)s1
  7	-3	7	-7	-2	-2	-2	-10	-5	5
43	COc1cc(/C=C2\C(=O)NC(=O)N(c3ccc(C)cc3)C2=O)cc(OC)c1O
  2	-4	7	-3	0	-5	-1	-3	2	-8
44	CN/C=C(/Cl)P(=O)(OC(C)C)OC(C)C
  3	-7	4	-4	11	0	0	-5	-5	2
45	c1ccc(C2NCCc3[nH]cnc32)cc1 (stereo not drawn)
  0	2	-3	-1	-18	5	6	11	-2	6
46	CCN(CC)CCN=Cc1c(O)n(C2CCCCCC2)c(=O)[nH]c1=O
  -5	2	1	2	-8	4	1	12	0	4
47	CC(C)(C)Cc1nnc(NC(=O)COc2ccc(Cl)cc2Cl)o1
  -5	-2	·	-5	5	-1	-1	-2	-2	·
48	COc1ccc(C(O)C(C)NC(C)C(O)c2ccc(OC)cc2)cc1 (stereo not drawn)
  2	-3	-9	-4	12	0	-2	3	8	2
49	Cc1cccc(N2CCC3(CC2)C(=O)NC(=O)NC3=O)c1
  4	2	6	-3	0	-1	-2	-5	10	-1
50	CP(C)(=O)CCC(=O)O
  -1	1	-10	-5	1	2	-3	-3	3	3
51	Nc1ccc(C2(c3ccc(N)cc3)c3ccccc3-c3ccccc32)cc1
  -4	-3	10	1	1	0	6	2	-2	10
52	CCOC(=O)[C@]12Cc3cc(OC)ccc3[C@H]1N(C1CCCCC1)C(=O)c1cc(OC)ccc12
  12	-2	5	1	-1	0	-1	0	-3	-8
53	C[C@@H]1O[C@@H](O[C@H]2C[C@@H](O)[C@]3(CO)[C@@H]4C(CC[C@]3(O)C2)[C@@]2(O)CC[C@H](C3COC(=O)C3)[C@@]2(C)C[C@H]4O)[C@H](O)[C@H](O)[C@H]1O (stereo partly drawn)
  -5	0	1	-8	3	1	1	-6	3	0

# Some of these compounds in order of SMILES length, ascending:
# Order of results: DDE Tn7 FP inh	PLC-beta3 inh	ARFGAP1 inh	ADAM17 inh	TDP2 inh	PLCg1 inh	SIAE inh	ADAM10 inh	Tn6 DDE FP	ASAP1 GAP inh
47	CC(C)(C)Cc1nnc(NC(=O)COc2ccc(Cl)cc2Cl)o1
  -5	-2	·	-5	5	-1	-1	-2	-2	·
46	CCN(CC)CCN=Cc1c(O)n(C2CCCCCC2)c(=O)[nH]c1=O
  -5	2	1	2	-8	4	1	12	0	4
51	Nc1ccc(C2(c3ccc(N)cc3)c3ccccc3-c3ccccc32)cc1
  -4	-3	10	1	1	0	6	2	-2	10
52	CCOC(=O)[C@]12Cc3cc(OC)ccc3[C@H]1N(C1CCCCC1)C(=O)c1cc(OC)ccc12
  12	-2	5	1	-1	0	-1	0	-3	-8

# A section from further up, as a working copy:
# Order of results: DDE Tn7 FP inh	PLC-beta3 inh	ARFGAP1 inh	ADAM17 inh	TDP2 inh	PLCg1 inh	SIAE inh	ADAM10 inh	Tn6 DDE FP	ASAP1 GAP inh
46	CCN(CC)CCN=Cc1c(O)n(C2CCCCCC2)c(=O)[nH]c1=O
  -5	2	1	2	-8	4	1	12	0	4
47	CC(C)(C)Cc1nnc(NC(=O)COc2ccc(Cl)cc2Cl)o1
  -5	-2	·	-5	5	-1	-1	-2	-2	·
48	COc1ccc(C(O)C(C)NC(C)C(O)c2ccc(OC)cc2)cc1 (stereo not drawn)
  2	-3	-9	-4	12	0	-2	3	8	2

# Bioassay records deposited in PubChem by The Scripps Research Institute Molecular Screening Center.

# Some of the compounds tested; the hit share may differ from the screen's.
